Screening data from PubChem.
MrgX1 PAM: human MrgX1 positive allosteric modulation, primary screen; B-score at 10 µM; actives 0.63% (n = 310,000); AID 588675; MrgX1-HEK293, Fluo-4 calcium flux, FDSS; hits give high values;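 active = plate-corrected calcium response at least 3 library SD above typical, normal starting fluorescence, not activating the receptor alone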;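 also: compound read alongside a low EC10 to EC30 dose of BAM8-22 agonist; peak minus trough fluorescence over baseline measured at the second addition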
HDAC3 inh: blocks human histone deacetylase 3; recombinant HDAC3, fluorogenic peptide/trypsin coupled, fluorescence; inhibition, % at 8.3 µM; actives 0.15% (n = 320,000); AID 2718; in the data active = inhibition above about 26%, passing the limit was not always enough; inconclusive = no clear call, values can overlap the other calls
TMEM16A inh: inhibitors of mouse TMEM16A calcium-activated chloride channel | HEK293 TMEM16A/YFP iodide influx fluorescence, ionomycin | normalized B-score (activity score, 25-100; higher = stronger inhibition) at 10 µM | actives 1.2% (n = 310,000);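 active = ratio plate-corrected score three or more library SD toward inhibition, starting fluorescence score within five deviations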;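 also: score derived from kinetic fluorescence span divided by baseline fluorescence per well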
Target sequence (Q8BHY3 whole entry, looked up): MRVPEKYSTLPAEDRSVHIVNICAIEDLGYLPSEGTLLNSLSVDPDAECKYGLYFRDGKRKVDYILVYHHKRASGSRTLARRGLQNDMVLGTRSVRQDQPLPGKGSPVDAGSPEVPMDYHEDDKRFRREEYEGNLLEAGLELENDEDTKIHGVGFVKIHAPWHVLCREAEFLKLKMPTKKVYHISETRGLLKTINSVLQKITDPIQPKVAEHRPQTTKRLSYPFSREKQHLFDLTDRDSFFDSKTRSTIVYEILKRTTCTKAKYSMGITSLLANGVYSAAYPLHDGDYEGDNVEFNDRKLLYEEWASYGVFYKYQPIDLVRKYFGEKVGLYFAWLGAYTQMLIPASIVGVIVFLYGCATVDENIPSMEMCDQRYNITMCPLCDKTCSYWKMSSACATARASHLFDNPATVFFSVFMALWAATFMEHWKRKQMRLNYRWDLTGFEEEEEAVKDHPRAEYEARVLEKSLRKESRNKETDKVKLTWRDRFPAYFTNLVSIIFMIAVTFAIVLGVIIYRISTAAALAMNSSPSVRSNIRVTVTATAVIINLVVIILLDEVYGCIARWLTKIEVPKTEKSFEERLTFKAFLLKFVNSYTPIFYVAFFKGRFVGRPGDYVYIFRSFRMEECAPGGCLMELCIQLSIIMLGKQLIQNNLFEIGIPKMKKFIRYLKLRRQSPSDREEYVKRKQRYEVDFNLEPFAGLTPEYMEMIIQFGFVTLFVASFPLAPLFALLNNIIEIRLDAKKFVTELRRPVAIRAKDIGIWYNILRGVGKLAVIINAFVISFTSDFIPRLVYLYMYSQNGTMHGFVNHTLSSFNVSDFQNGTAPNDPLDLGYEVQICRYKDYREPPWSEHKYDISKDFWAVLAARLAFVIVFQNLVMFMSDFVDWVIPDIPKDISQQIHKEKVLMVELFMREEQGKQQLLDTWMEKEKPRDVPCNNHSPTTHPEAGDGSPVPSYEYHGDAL
RGS4 pot: potentiators or activators of RGS4; HEK293 M3R/inducible RGS4, carbachol calcium flux Fluo4; hits give low values; B-score at 10 µM; actives 0.92% (n = 310,000); AID 463111;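 active = B-score of the integrated calcium signal more than 4 SD below the library mean, with starting fluorescence not abnormally high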;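 also: negative B-score means reduced calcium response which marks RGS4 activation or potentiation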
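Test system: HEK293 cells with stable M3R and inducible RGS4; also added: carbachol at ECmax as muscarinic agonist stimulus; schedule: dye loading 30 min 37 °C, buffer rest 30 min RT; technique: kinetic calcium fluorescence imaging with Fluo4-AM dye, 2 µM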
TRPC6 inh: blocks the mouse TRPC6 cation channel; Q61143; HEK293-TRPC6, membrane potential dye, ACh-evoked depolarization; hits give low values; B-score at 10 µM; actives 1.1% (n = 310,000);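 active = B-score under library mean minus 3 SD, initial fluorescence not abnormally high, positive integrated signal ratio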;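 also: B-score derived from integrated fluorescence ratio over the kinetic read; more negative B-score means stronger inhibition of depolarization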
SKKanGAS inh: inhibitors of SKKanGAS S. pyogenes growth in kanamycin (SK-promoter or general growth effect) | actives 1.3% (n = 300,000) | BacTiter-Glo, 6 h | inhibition, % at 7.5 µM | AID 1662;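 active = mean replicate score, as percent of positive control median, at least 50; inconclusive = mean below 50 but one replicate at or above 50; inactive = mean and every replicate below 50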;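 also: strain carries kanamycin resistance gene driven by streptokinase promoter and grows in 40 µg/ml kanamycin; loss of luminescence reflects streptokinase promoter inhibition or plain growth inhibition; 0% = median of DMSO wells and 100% = positive control at its reference dose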
RGS4 block: inhibitors of human RGS4; actives 0.45% (n = 310,000); HEK293 M3R/RGS4 inducible, Fluo-4 calcium flux; hits give high values; triggered by carbachol at its EC20; AID 463165; B-score at 10 µM;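 active = B-score, a plate-corrected calcium signal, over three deviations above library mean, with baseline fluorescence within five deviations of library mean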;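 also: RGS4 expression induced by doxycycline in cells with stable M3 receptor; B-score is computed from the integrated fluorescence ratio over baseline after carbachol; higher B-score means a larger calcium signal and so more RGS4 inhibition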
MrgX1 antagonist: human MrgX1 receptor antagonism, primary screen | Q96LB2 | MRGX1-HEK293 calcium flux, Fluo-4, BAM8-22 antagonism; hits give low values | B-score at 10 µM | actives 1.3% (n = 310,000) | AID 588676;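 active = calcium-response B-score plate-corrected more than 3 library SD below zero, starting fluorescence within 5 deviations, no agonist response on first addition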;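 also: peak minus trough fluorescence over baseline after final BAM8-22 challenge near maximal dose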
TRPC6 activator: mouse TRPC6 channel activation; HEK293-TRPC6 membrane potential dye fluorescence; hits give high values; B-score at 10 µM; Q61143; AID 2550; actives 0.13% (n = 310,000);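 active = B-score of the integrated fluorescence ratio above library mean plus 3 SD, and starting fluorescence ratio within library mean plus 5 SD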;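 also: higher score means more depolarization so channel activation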
ANO1 activ: activators or potentiators of mouse TMEM16A chloride channel | AID 623877 | B-score at 10 µM | HEK293 TMEM16A/YFP-H148Q/I152L, iodide quench fluorescence; hits give low values | actives 0.3% (n = 340,000);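 active = fluorescence-ratio B-score plate-corrected deviation score at least 3 library SD below zero, with starting fluorescence score within 5 deviations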;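 also: channel opened by trigger with iodide after compound preincubation; score built on the fluorescence ratio of max minus min over baseline; more negative score means more quench and so TMEM16A activation or potentiation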
MrgX1 ag: human MrgX1 receptor agonism, primary screen. B-score at 10 µM. Q96LB2. MrgX1-HEK293 cells, Fluo-4 calcium fluorescence, agonist mode; hits give high values. actives 0.44% (n = 310,000). AID 588627;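 active = calcium response B-score plate-corrected fluorescence ratio at least 3 library SD, with starting fluorescence B-score inside 5 SD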
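Material – MrgX1-expressing HEK293 cells · Input – 15,000 cells seeded per well · Dosing – compound as first of three additions · Times – overnight seeding, then 1 h dark dye loading · Measured by – kinetic Fluo-4 NW fluorescence of intracellular calcium · Read-out – B-scored fluorescence response ratio · Benchmarks – positive and negative control wells on each plate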
Active calls of the source: *; i = inactive; ? = inconclusive; . = not tested or not shown; & = joins results of further samples; ! = not active in a repeat. These rows are one share of the data (hit frequency here may not be typical).

Sample of the layout:
SMILES	MrgX1 PAM	HDAC3 inh	TMEM16A inh	RGS4 pot	TRPC6 inh	SKKanGAS inh	RGS4 block	MrgX1 antagonist	TRPC6 activator	ANO1 activ	MrgX1 ag
c1ccc(CC2=NCCN2)cc1	i	-10	i	i	i	-1	i	i	i	i	i
Cc1cc(-c2ccccc2)nnc1NCCN1CCOCC1	i	-1	i	i	i	-4	i	i	i	i	i
CCCNC(C)C(=O)Nc1c(C)csc1C(=O)OC (stereo not given)	i	-14	i	.	.	.	.	i	.	i	i
C=CC1=C(C(=O)O)N2C(=O)[C@@H](NC(=O)/C(=N\O)c3csc(N)n3)[C@H]2SC1 (stereo in doubt)	i	1	i	i	i	107*	i	i	i	i	i
CCOc1ccc(NC(=O)Cn2cc(C(=O)c3ccco3)c3ccccc32)cc1	i	2	i	i	i	0	i	i	i	i	i
Oc1ccc(/C=C/c2cc(O)cc(O)c2)cc1	i	-7	i	i	i	19	i	i	i	i	i
NC(=O)c1cccc(-c2cc(Nc3ccc(OC(F)(F)F)cc3)ncn2)c1	i	?	i	i	i	-26	i	i	i	i	i
CC1(C)Cc2c(sc(NC(=S)NC(=O)c3ccccc3)c2C(=O)O)CO1	i	2	i	i	i	14	i	i	i	i	i
C/C=C(/C)C(=O)O[C@@H]1c2c(ccc3ccc(=O)oc23)OC(C)(C)[C@@H]1OC(=O)/C(C)=C\C	i	-4	100*	i	i	10	i	i	i	i	i
COC(=O)c1ccc(O)cc1	.	.	.	i	i	2	i	.	i	i	.
CN1CCOC(c2ccccc2)c2ccccc2C1 (stereo not given)	i	-13	i	i	i	-5	i	i	i	i	i
CC(COc1ccccc1)NC(C)C(O)c1ccc(O)cc1 (stereo not given)	i	3	i	i	i	0	i	i	i	i	i
Cc1nc2ccccn2c(=O)c1CCN1CCC(C(=O)c2ccc(F)cc2)CC1	i	0	i	i	i	-1	i	i	i	i	i
COc1ccc(/C=C/C(=O)Nc2ccccc2C(=O)O)cc1OC	i	1	i	i	i	14	i	i	i	i	i
O=S(=O)(c1cccc2cnccc12)N1CCCNCC1	i	-1	i	i	i	-2	i	i	i	i	i
CCN(CC)CCOC(=O)C1(c2ccccc2)CCCC1	i	-9	i	-9.1*	-9.2*	3	i	i	i	i	i
CCc1cc(=O)oc2c(CNC(Cc3ccccc3)C(=O)O)c(O)ccc12 (stereo not given)	i	-39	i	i	i	-1	i	i	i	.	i

The listing, previewed entries included:
SMILES	MrgX1 PAM	HDAC3 inh	TMEM16A inh	RGS4 pot	TRPC6 inh	SKKanGAS inh	RGS4 block	MrgX1 antagonist	TRPC6 activator	ANO1 activ	MrgX1 ag
c1ccc(CC2=NCCN2)cc1	i	-10	i	i	i	-1	i	i	i	i	i
Cc1cc(-c2ccccc2)nnc1NCCN1CCOCC1	i	-1	i	i	i	-4	i	i	i	i	i
CCCNC(C)C(=O)Nc1c(C)csc1C(=O)OC (stereo not given)	i	-14	i	.	.	.	.	i	.	i	i
C=CC1=C(C(=O)O)N2C(=O)[C@@H](NC(=O)/C(=N\O)c3csc(N)n3)[C@H]2SC1 (stereo in doubt)	i	1	i	i	i	107*	i	i	i	i	i
CCOc1ccc(NC(=O)Cn2cc(C(=O)c3ccco3)c3ccccc32)cc1	i	2	i	i	i	0	i	i	i	i	i
Oc1ccc(/C=C/c2cc(O)cc(O)c2)cc1	i	-7	i	i	i	19	i	i	i	i	i
NC(=O)c1cccc(-c2cc(Nc3ccc(OC(F)(F)F)cc3)ncn2)c1	i	?	i	i	i	-26	i	i	i	i	i
CC1(C)Cc2c(sc(NC(=S)NC(=O)c3ccccc3)c2C(=O)O)CO1	i	2	i	i	i	14	i	i	i	i	i
C/C=C(/C)C(=O)O[C@@H]1c2c(ccc3ccc(=O)oc23)OC(C)(C)[C@@H]1OC(=O)/C(C)=C\C	i	-4	100*	i	i	10	i	i	i	i	i
COC(=O)c1ccc(O)cc1	.	.	.	i	i	2	i	.	i	i	.
CN1CCOC(c2ccccc2)c2ccccc2C1 (stereo not given)	i	-13	i	i	i	-5	i	i	i	i	i
CC(COc1ccccc1)NC(C)C(O)c1ccc(O)cc1 (stereo not given)	i	3	i	i	i	0	i	i	i	i	i
Cc1nc2ccccn2c(=O)c1CCN1CCC(C(=O)c2ccc(F)cc2)CC1	i	0	i	i	i	-1	i	i	i	i	i
COc1ccc(/C=C/C(=O)Nc2ccccc2C(=O)O)cc1OC	i	1	i	i	i	14	i	i	i	i	i
O=S(=O)(c1cccc2cnccc12)N1CCCNCC1	i	-1	i	i	i	-2	i	i	i	i	i
CCN(CC)CCOC(=O)C1(c2ccccc2)CCCC1	i	-9	i	-9.1*	-9.2*	3	i	i	i	i	i
CCc1cc(=O)oc2c(CNC(Cc3ccccc3)C(=O)O)c(O)ccc12 (stereo not given)	i	-39	i	i	i	-1	i	i	i	.	i
CCCn1cnc2c1c(=O)n(CCCCC(C)=O)c(=O)n2C	i	-2	i	i	i	3	i	i	i	i	i
CC[N+](C)(CC)CCOC(=O)C(O)(c1ccccc1)C1CCCCC1 (stereo not given)	i	-6	i	i	-8.9*	0	i	i	i	i	i
CC(C(=O)O)c1ccc(C(=O)c2cccs2)cc1 (stereo not given)	i	8	i	.	.	.	.	i	.	i	i
O=C(CCNNC(=O)c1ccncc1)NCc1ccccc1	i	-2	i	i	i	-3	i	i	i	-14*	i
NC(=O)c1cn(Cc2c(F)cccc2F)nn1	i	-6	i	i	i	-1	i	i	i	i	i
COc1cc2c(c(OC)c1OC)-c1c(cc3c(c1OC)OCO3)[C@@H](OC(C)=O)[C@H](C)[C@H](C)C2	i	8	i	i	i	-1	i	i	i	i	i
Cn1c(=O)c2c(ncn2CC2OCCO2)n(C)c1=O	i	-10	i	i	i	-3	i	i	i	i	i
C1CCC(C(CC2CCCCN2)C2CCCCC2)CC1 (stereo not given)	i	0	25*!	i	i	14	i	i	i	i	i

(more compounds)
SMILES	MrgX1 PAM	HDAC3 inh	TMEM16A inh	RGS4 pot	TRPC6 inh	SKKanGAS inh	RGS4 block	MrgX1 antagonist	TRPC6 activator	ANO1 activ	MrgX1 ag
C[C@]12CCC(=O)C=C1CC[C@@H]1[C@@H]2CC[C@@]2(C)[C@H]1CC[C@]2(O)C(=O)CO	i	3	i	i	i	16	i	i	i	i	i
c1ccc(CN(CC2=NCCN2)c2ccccc2)cc1	i	0&1	i	i	i	-2&-1	i	i	i	i	i
Cc1ccc(CN2CCN(Cc3cccc4nccnc34)CC2CCO)cc1 (stereo not given)	i	1	i	i	i	16	i	i	i	i	i
OC(C#CCN1CCCC1)(c1ccccc1)c1ccccc1	i	6	i	-7.6*	-8.7*	-7	i	i	i	i	i
OCCN1CCN(CCCN2c3ccccc3Sc3ccc(Cl)cc32)CC1	i	-2	i	i	i	4	i	i	i	i	i
COc1ccccc1N1CCN(CCCNc2cc(=O)n(C)c(=O)n2C)CC1	i	-6	i	i	i	-1	i	i	i	.	i
CC(=O)c1ccc(S(=O)(=O)NC(=O)NC2CCCCC2)cc1	i	0	i	.	.	.	.	i	.	i	i
COc1ccc(C(=O)NCc2ccc(OCCN(C)C)cc2)cc1OC	i	-6	i	i	i	-2	i	i	i	i	i
CC12CCC(CC1)C(C)(C)O2	i	-1	i	i	i	100*	i	i	i	i	i
CCOC(=O)c1ccc(N)cc1	i	4	i	.	.	.	.	i	.	i	i
O=C(CCN1CCC(c2ccccc2)C1)c1ccc2c(c1)OCCO2 (stereo not given)	i	.	i	i	i	-1	i	i	i	i	36*
CN1CCN(C(c2ccccc2)c2ccccc2)CC1	i	7	i	.	.	.	.	i	.	i	i
CCC(C)n1ncn(-c2ccc(N3CCN(c4ccc(OCC5COC(Cn6cncn6)(c6ccc(Cl)cc6Cl)O5)cc4)CC3)cc2)c1=O (stereo not given)	i	0	i	i	i	22	i	i	i	i	i
CC[n+]1c(C)sc2cc(OC)ccc21	i	2	i	i	i	0	i	i	i	i	i
O=C(NCCc1c[nH]c2ccccc12)c1cccnc1	i	-3	i	i	i	0	i	i	i	i	i
Cc1cc(Nc2cc(N3CCN(C)CC3)nc(Sc3ccc(NC(=O)C4CC4)cc3)n2)n[nH]1	i	-4	i	i	i	6	i	-6.9*	i	i	i
O=C(c1ccc(F)cc1)C1CCN(CCn2c(=O)[nH]c3ccccc3c2=O)CC1	i	3	i	i	i	-2	i	i	i	i	i
CCN(CC)CCNC(=O)c1cc(Cl)c(N)cc1OC	i	-1	i	i	i	-5	i	i	i	i	i
CCOc1ccc(C(=O)OCCN(CC)CC)cc1	i	5	i	i	i	0	i	i	i	i	i
CN(C)CCOC(C)(c1ccccc1)c1ccccn1 (stereo not given)	i	7	i	i	i	-1	i	i	i	i	i
CN1CCN(CCC(=O)N2c3ccccc3Sc3ccc(C(F)(F)F)cc32)CC1	i	3	i	i	i	-5	i	-8.2*	i	i	i
Cc1c(NC(=O)c2cccnc2)c(=O)n(-c2ccccc2)n1C	i	-7	i	i	i	-5	i	i	i	i	i
CC(=O)NC(Cc1ccccc1)C(=O)O (stereo not given)	i	6	i	i	i	-2	i	i	i	i	i

A stretch from further up, for reference:
SMILES	MrgX1 PAM	HDAC3 inh	TMEM16A inh	RGS4 pot	TRPC6 inh	SKKanGAS inh	RGS4 block	MrgX1 antagonist	TRPC6 activator	ANO1 activ	MrgX1 ag
OCCN1CCN(CCCN2c3ccccc3Sc3ccc(Cl)cc32)CC1	i	-2	i	i	i	4	i	i	i	i	i
COc1ccccc1N1CCN(CCCNc2cc(=O)n(C)c(=O)n2C)CC1	i	-6	i	i	i	-1	i	i	i	.	i
